Screening results as filed in PubChem BioAssay.
SNCA viab count: reduces viability of HEK-293 SNCA reporter cells; Potency, µM (top dose mostly 57.1 µM), for the others: top-dose activity change, negative = cytotoxicity, most hits filed as cytotoxic; actives 0.12% (n = 150,000); AID 1671193; HEK-293-SNCA-luc viability, GF-AFC fluorescence, 24 h;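 note: potency is the fitted concentration of half-maximal effect; 0% = DMSO-treated cells and -100% = medium-only wells without cells; nearly all actives have a fitted effect of over 30% in size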
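Cytotoxicity counterscreen: after 24 h compound treatment of genome-edited SNCA-luciferase HEK-293 cells, live-cell protease substrate GF-AFC read by fluorescence after 30 min; activity scaled between DMSO (0%) and medium-only (-100%), curves Hill-fitted.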
SNCA expr inh: reduces expression of the alpha-synuclein gene | HEK-293 SNCA-luciferase knock-in, luminescence, 24 h | Potency, µM (titrated, usually from 57.2 µM), for the others: at the highest dose activity change, negative = inhibition, most hits filed as inhibitors | actives 0.17% (n = 140,000) | AID 1671194;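 note: potency is the fitted concentration of half-maximal effect; plate controls were DMSO cells for no effect and cell-free wells for full effect; nearly all actives have a fitted effect of over 45% in size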
HEK293 tox: HEK 293 cell cytotoxicity | HEK 293 viability, ATP luminescence (CellTiter-Glo), 48-72 h | Potency, µM (top dose mostly 115 µM), for the others: at the highest dose activity change, negative = cytotoxicity, most hits filed as inhibitors | actives 6.6% (n = 94,000) | AID 1345083; note: potency is the fitted concentration of half-maximal effect; nearly all actives have a fitted effect of over 60% in size
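ATP-coupled CellTiter-Glo luminescence served as viability read-out, recorded 10 min after reagent addition at room temperature. HEK 293 cells, 250 cells/well, had been incubated with pintool-transferred compound for 48 or 72 hr at 37 degree Celsius.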
FLuc inh: blocks purified firefly luciferase enzyme activity | AID 1347043 | P08659 | purified P. pyralis luciferase, luminescence, biochemical | Potency, µM (highest dose often 115 µM), for the others: at the top dose activity change, negative = inhibition, most hits filed as inhibitors | actives 2.5% (n = 76,000); note: potency is the fitted concentration of half-maximal effect; nearly all actives have a fitted effect of over 65% in size
Target sequence (P08659 whole entry, looked up): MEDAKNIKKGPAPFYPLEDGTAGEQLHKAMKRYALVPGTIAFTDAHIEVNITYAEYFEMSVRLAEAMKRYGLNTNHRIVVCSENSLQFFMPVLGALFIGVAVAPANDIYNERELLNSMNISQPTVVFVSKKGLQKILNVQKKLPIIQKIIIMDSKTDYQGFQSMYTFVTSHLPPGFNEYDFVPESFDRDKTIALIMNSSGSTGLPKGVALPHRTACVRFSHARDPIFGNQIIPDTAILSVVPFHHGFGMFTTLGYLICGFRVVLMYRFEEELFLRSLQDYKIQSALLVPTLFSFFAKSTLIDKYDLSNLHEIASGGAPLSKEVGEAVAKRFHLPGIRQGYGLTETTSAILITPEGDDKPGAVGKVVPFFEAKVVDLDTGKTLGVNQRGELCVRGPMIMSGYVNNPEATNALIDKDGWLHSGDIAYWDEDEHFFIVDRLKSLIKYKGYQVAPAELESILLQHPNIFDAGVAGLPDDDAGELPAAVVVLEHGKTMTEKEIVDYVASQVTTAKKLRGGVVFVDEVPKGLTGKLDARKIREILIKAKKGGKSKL
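Luminescence read by CCD imaging after purified firefly luciferase (10nM final) was added to substrate buffer holding 10uM D-luciferin and 10uM ATP, pH 7.5, pre-dosed with compound.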
IP6K1 inhibitor: inhibitors of human IP6K1 | IP6K1 kinase, ADP-Glo luminescence, 2 h; hits give low values | activity change, % (series mostly up to about 58 µM) | actives 0.81% (n = 140,000) | AID 1645851; in the data active = activity change below about -25%
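ADP-Glo luminescence measures ADP made by human IP6K1 during a 2 h RT reaction with ATP/IP6 (mix at 1.3 mM/130 uM); top library doses 57.5 and 19.1 uM final.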
GPT2 inh: blocks human glutamate pyruvate transaminase 2; Recombinant GPT2, coupled pyruvate oxidase/HRP Amplex Red fluorescence; actives 0.25% (n = 100,000); Q8TD30; AID 1671188; Potency, µM (titrated, usually from 57.7 µM), for inactives: at the top dose activity change, negative = inhibition, actives largely listed as inhibitors; note: potency is the fitted concentration of half-maximal effect; nearly all actives have a fitted effect of over 60% in size; many of its hits are not listed in these tables
Target sequence (Q8TD30 whole entry, looked up): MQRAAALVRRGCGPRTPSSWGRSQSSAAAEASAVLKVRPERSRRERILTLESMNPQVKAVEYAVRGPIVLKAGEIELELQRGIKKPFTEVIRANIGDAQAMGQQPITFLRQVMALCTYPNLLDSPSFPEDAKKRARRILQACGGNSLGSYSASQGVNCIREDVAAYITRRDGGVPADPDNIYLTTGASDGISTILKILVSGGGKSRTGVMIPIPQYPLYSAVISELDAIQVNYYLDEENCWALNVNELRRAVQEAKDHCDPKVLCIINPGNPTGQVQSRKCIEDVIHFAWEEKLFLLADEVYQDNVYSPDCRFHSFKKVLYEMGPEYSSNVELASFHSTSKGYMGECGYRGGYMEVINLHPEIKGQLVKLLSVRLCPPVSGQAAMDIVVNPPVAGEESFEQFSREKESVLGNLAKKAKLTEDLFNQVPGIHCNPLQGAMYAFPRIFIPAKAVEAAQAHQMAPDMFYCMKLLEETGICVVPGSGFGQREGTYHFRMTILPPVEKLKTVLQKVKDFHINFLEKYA
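Recombinant GPT2 (10ng/uL) with 250uM a-KG and 2mM L-alanine, 30 min at room temperature, in HEPES pH 7.5 buffer. Pyruvate detected by pyruvate oxidase/HRP/Amplex Red fluorescence after 30 min in the dark; AOA (50uM) as positive control.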
3T3 cytotox: kills NIH 3T3 cells | NIH 3T3 viability, CellTiter-Glo ATP luminescence, 48-72 h | actives 4.3% (n = 94,000) | Potency, µM (top dose mostly 96.7 µM), without a hit: top-dose activity change, negative = cytotoxicity, most hits filed as inhibitors; note: potency is the fitted concentration of half-maximal effect; nearly all actives have a fitted effect of over 55% in size
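ATP-dependent luminescence (CellTiter-Glo) served as the viability signal for NIH 3T3 cells treated with compound for 48 or 72 hr at 37 °C.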
Starred values were filed as active, the others as inactive; i = inactive; ? = inconclusive; nt = not tested or not shown; [ ] = dose if it differs, or a comment. Unless noted, calls come from the whole dose curve; as a rule, active = well fitted curve in the direction sought with a large enough effect; inconclusive = small, poorly fitted or top-dose-only effect, or another doubt; inactive = no such curve, though single readings can be large; an effect the other way counts as inactive or inconclusive. Unless noted, % is set by controls: 0 for no effect and ±100 for the full control effect.

SMILES	SNCA viab count	SNCA expr inh	HEK293 tox	FLuc inh	IP6K1 inhibitor	GPT2 inh	3T3 cytotox
CCCCn1c(=O)c(C(=O)NCCc2ccc(F)cc2)nc2cccnc21	1%	-30%	?	nt	-27*	i	?
COCCCNc1ncnc2c1CN(C1CCCNCC1)C(=O)CN2C (centres undefined)	7%	1%	1%	nt	1	i	-1%
Cc1ccc(C)c(C(=O)N2CCCN(C)c3ccccc32)c1	-2%	-26%	?	-8%	0	-2%	?
CN1C(=O)CCC2(CNC(=O)c3ccccc3)CCCC=C12 (centres undefined)	-1%	-2%	-4%	7%	-17	i	-14%
CN(C)CCN1CC2(CCN(C(=O)Cc3c[nH]c(=O)[nH]c3=O)CC2)OC1=O	1%	9%	-5%	10%	-9	i	i
COC(=O)NCCNC(=O)c1ccc(-c2cccc(OC)c2)cc1	nt	nt	?	nt	-1	nt	-28%[138 µM]
Cc1ccc(-n2nc3n(c2=O)CCN(C(=O)c2ccccc2F)C3)cc1	1%	32%	-9%	?	3	i	-22%
CC1(C)COC(=O)[C@@H]1O[C@@H]1O[C@H](CO)[C@@H](O)[C@H](O)[C@H]1O	6%	nt	nt	nt	12	3%	nt
COc1cccc(C(=O)N2CCCN(c3ccc4nnc(C)n4n3)CC2)c1	nt	nt	i	nt	-11	nt	1%
Cc1cccc(-n2ncc3c(N4CCN(CCO)CC4)ncnc32)c1	-13%	?	nt	nt	17	nt	nt
CCC(=O)N1CCC2(CC1)OCC(C(=O)NCc1ccccc1)N2C(=O)c1cccc(OC)c1 (centres undefined)	6%	6%	2%	0%	3	-2%	-5%
CCOc1ccc(NC(=O)CSc2nccn2C2CCCC2)cc1	2%	50%[activator]	nt	nt	25	nt	nt
CC(C)NC(=O)N1CCCCCNC(=O)[C@@H]2CCCC[C@@H]21	-13%	2%	i	4%	-16	-1%	-2%
Cc1cccn2c(=O)cc(COc3cccc(NC(=O)c4ccccc4F)c3)nc12	11%	19%	nt	nt	20	nt	nt
O=C(CCn1ccn2nc3c(c2c1=O)CCCC3)N1CC(=O)N(CCc2ccccc2)C(=O)C1	1%	-12%	-3%	9%	7	i	i
C[S+](CC[C@H](N)C(=O)[O-])C[C@H]1O[C@@H](n2cnc3c(N)ncnc32)[C@H](O)[C@@H]1O (some centres undefined)	-10%	nt	nt	nt	-12	?	nt
O=C(COc1ccccc1Cl)Nc1nc2c(s1)CCCC2	9%	228%[activator]	nt	nt	8	nt	nt
COC(=O)[C@H](NC(=O)[C@@H]1C[C@H](NC(=O)NC(C)C)CN1C(=O)c1cccn1C)C(C)C	-9%	-11%	i	-2%	10	-7%	i
OC[C@H]1O[C@@H](OCCc2ccc(O)cc2)[C@H](O)[C@@H](O)[C@H]1O	9%	34%[activator]	nt	nt	2	-6%	nt
Cc1cccc(C(=O)Nc2cc3c(cc2N2CCCCC2)n(C)c(=O)c(=O)n3C)c1	4%	11%	nt	nt	-4	nt	nt
CNC(=O)CCC[C@@H]1[C@H]2CCCN3CCC[C@@H](CN1C(C)=O)[C@@H]23	8%	-14%	7%	7%	-9	i	4%
COCc1nncn1C1CCN(S(=O)(=O)c2cc(F)cc(F)c2)CC1	4%	6%	i	-4%	3	2%	i
Cc1c(C(=O)OC2CCC(C)CC2)[nH]c2c1C(=O)CC(c1ccccc1Cl)C2 (centres undefined)	-1%	-2%	nt	nt	-14	nt	nt
COc1ccccc1C(c1c(O)cc(C)n(Cc2ccco2)c1=O)N1CCCCC1 (centres undefined)	-7%	1%	nt	nt	-5	nt	nt
O=C(C1CCOCC1)N1CC(Oc2cccc(-c3nc(-c4ccccc4)no3)c2)C1	-13%	91%[activator]	?	18µM*	0	2%	?
COc1ccc(CC(=O)Nc2ccc(N3CCC(NCCCn4cccn4)CC3)cc2)cc1	3%	58%[activator]	8%	-6%	12	i	0%
O=C(c1cccc(-c2ccccn2)c1)N1CCN(C(=O)c2ccccc2F)CC1	0%[12.5 µM]	?	?	nt	4	1%	-21%
Cc1nn(-c2ccc(C(F)(F)F)cc2)c(C)c1[C@@H]1C=C[C@@H](NS(=O)(=O)c2ccccc2)C1	-12%	10%	45µM*	-7%	3	-2%	40µM*
O=C(c1ccco1)N1CCC(Oc2ccccc2-c2nc(-c3ccccc3)no2)C1 (centres undefined)	?	?	?	-24%	-11	i	?
O=C(Cn1cnc2nc3c(cc2c1=O)CCCC3)Nc1ccc(F)cc1Cl	?	20%	nt	nt	11	nt	nt
CC(C)CC(=O)N1CCCCCCNC(=O)[C@@H]2CCCC[C@@H]21	4%	-6%	-11%	6%	5	i	-15%
Cc1cnc(C(=O)NC2C[C@H]3CC[C@@H](C2)N3C(=O)C2CCOCC2)cn1 (some centres undefined)	4%	-27%	1%	-3%	9	i	-7%
CC(C)C(=O)NCCc1noc(-c2ccccc2)n1	12%	14%	5%	-3%	7	i	-2%
Cc1cccc(-c2noc([C@@H]3Cc4nc[nH]c4CN3)n2)c1	2%[87.6 µM]	?	-4%[230 µM]	50µM*	-5	i	-27%[230 µM]
CNC(=O)[C@@H]1C[C@H](n2cc(CNC(=O)c3ccccc3OC)nn2)CN1	1%	?	5%	0%	21	-3%	-10%
Cc1ccc(CN2CCC([C@@H]3CNC[C@H]3CO)CC2)s1	10%[12.5 µM]	?	-21%	-8%	0	-2%	-16%
COC(=O)N1CCN2C[C@@H](C(N)=O)[C@H](c3ccccc3)[C@H]2C1	nt	nt	-27%	nt	-4	nt	?
CCS(=O)(=O)N1CCC2(CCC(=O)N(Cc3ccccc3)CC2)CC1	1%	-19%	-15%	13%	-4	4%	-8%
CCN1c2cc(C(=O)Nc3cccc4c3CCCC4)ccc2C(=O)N2CCCCCC21 (centres undefined)	3%[12.5 µM]	?	?	-9%	21	i	?
Cc1cc2nc3n(c(=O)c2n1CC(=O)NC(C)CCc1ccccc1)CCCCC3 (centres undefined)	-22%	12%	-21%	4%	-14	1%	-19%
Cc1ccc(OCc2nc(C3CCCN3)no2)cc1 (centres undefined)	-3%	22%	-13%	1%	17	-20%	-14%
COc1ccc(OC)c(CCNC(=O)c2sc3nc4n(c(=O)c3c2C)CCCC4)c1	-4%	19%	nt	nt	-5	nt	nt
Cc1cc(C(=O)Nc2ccc([C@H]3OCC(=O)N(C)[C@@H]3CO)cc2)n(C)n1	0%[87.6 µM]	1%[87.6 µM]	-22%[172 µM]	-15%[172 µM]	-9	2%[88.5 µM]	-20%[138 µM]
COc1ccccc1-c1cccc(C(=O)N2CCN(C(=O)c3ccccc3)CC2)c1	2%[12.5 µM]	-18%	?	nt	8	-28%	-32%
CSc1ncc(Cl)c(C(=O)Nc2ccc(S(=O)(=O)N3CCCC(C)C3)cc2)n1 (centres undefined)	-11%	-2%	nt	nt	-1	nt	nt
O=C(NCCc1ccc(Cl)cc1)c1nc2cccnc2n(C2CC2)c1=O	2%	11%	-26%	nt	-2	-6%	-28%
O=C(Cc1cccc(F)c1)NCCc1noc(-c2cccnc2)n1	1%[12.5 µM]	-7%	-4%	-5%	5	i	i
COC(=O)[C@@H]1Cc2ncn(Cc3ccc(OC)cc3)c2CN1C(=O)C1CCCCC1	-23%[87.6 µM]	-25%[87.6 µM]	?	-4%[172 µM]	-5	i	?

Whole records, looked up by structure:
Shown for `O=C(Cc1cccc(F)c1)NCCc1noc(-c2cccnc2)n1` → SNCA viab count = 1%[12.5 µM]; SNCA expr inh = -7%; HEK293 tox = -4%; FLuc inh = -5%; IP6K1 inhibitor = 5; GPT2 inh = i; 3T3 cytotox = i
Shown for `Cc1cc(C(=O)Nc2ccc([C@H]3OCC(=O)N(C)[C@@H]3CO)cc2)n(C)n1` → SNCA viab count = 0%[87.6 µM]; SNCA expr inh = 1%[87.6 µM]; HEK293 tox = -22%[172 µM]; FLuc inh = -15%[172 µM]; IP6K1 inhibitor = -9; GPT2 inh = 2%[88.5 µM]; 3T3 cytotox = -20%[138 µM]
Shown for `Cc1ccc(OCc2nc(C3CCCN3)no2)cc1` (centres undefined) → SNCA viab count = -3%; SNCA expr inh = 22%; HEK293 tox = -13%; FLuc inh = 1%; IP6K1 inhibitor = 17; GPT2 inh = -20%; 3T3 cytotox = -14%

Later entries.
SMILES	SNCA viab count	SNCA expr inh	HEK293 tox	FLuc inh	IP6K1 inhibitor	GPT2 inh	3T3 cytotox
COc1ccc2nc(CO[C@H]3CN(Cc4cccc(OC)n4)C[C@H]3F)[nH]c2c1	5%[87.6 µM]	-8%[87.6 µM]	-11%[172 µM]	-7%[172 µM]	2	-8%[88.5 µM]	-3%[138 µM]
CCN(CC)Cc1ccc2c(c1)CN(C(=O)c1cccc(F)c1)CCO2	0%	36%[activator]	-18%	-3%	0	4%	-21%
COc1ccc(NC(=O)c2c(NCc3cccs3)sc3c2CCCCC3)c(OC)c1	?	-2%	nt	nt	-20	nt	nt
Cc1ccc(Cl)cc1NC(=O)CN1C(=O)c2cccc3cccc1c23	-17%	?	nt	nt	-4	nt	nt
CCN1C(C(=O)c2ccccc2)=C(OC(=O)COc2ccccc2)c2ccccc2S1(=O)=O	?	?	nt	nt	-29*	nt	nt
O=S(=O)(NCc1ccccc1)c1ccc(-c2cnc(C3CC3)o2)cc1	-7%	?	nt	nt	0	nt	nt
COc1ccccc1CNC(=O)c1ccc(-n2c(C)cc3c2CCCC3)cc1	-15%	-14%	nt	nt	24	nt	nt
O=C(NCc1ccccn1)c1ccc2nnc(CC3CC3)n2c1	13%[87.6 µM]	8%[87.6 µM]	i	nt	-11	i	-1%[138 µM]
CC(C)CNC(=O)C1Cn2cccc2C(=O)N1Cc1cccnc1 (centres undefined)	-7%	8%	i	-5%	-14	i	i
CC1CCN(S(=O)(=O)c2cc(C(=O)NCCc3ccccc3)n(C)c2)CC1	10%	26%	nt	nt	10	nt	nt
CC(C)c1nc2c(c(-c3ccc(O)cc3)n1)CN([S+](=O)([O-])c1cccc(C(F)(F)F)c1)CC2	-22%	-12%	?	-1%	3	i	18µM*
Cc1cc2nc3n(c(=O)c2n1CC(=O)Nc1ccc(F)c(F)c1)CCC3	5%	-12%	?	-7%	-15	-10%	?
CC[C@@]1(O)CCN(C(=O)c2cccnc2N(C)C2CCCCC2)C[C@H]1O	4%	2%	-4%	0%	1	2%	1%
COc1cccc([S+](=O)([O-])N2CCc3nc(C(C)C)nc(-c4ccc(Cl)cc4)c3C2)c1	-7%	-20%	?	-4%	1	-2%	-11%
COc1ccccc1/C=C/C(=O)Nc1nc2n(n1)C(c1ccc(F)cc1)C=C(c1ccccc1)N2 (centres undefined)	4%	-14%	nt	nt	1	nt	nt

Part of the list above, bar-delimited.
SMILES | SNCA viab count | SNCA expr inh | HEK293 tox | FLuc inh | IP6K1 inhibitor | GPT2 inh | 3T3 cytotox
Cc1ccc(Cl)cc1NC(=O)CN1C(=O)c2cccc3cccc1c23 | -17% | ? | nt | nt | -4 | nt | nt
CCN1C(C(=O)c2ccccc2)=C(OC(=O)COc2ccccc2)c2ccccc2S1(=O)=O | ? | ? | nt | nt | -29* | nt | nt
